Polio RdRp inh – inhibitors of poliovirus RNA polymerase binding and polymerization; P03300; poliovirus polymerase elongation, fluorescence polarization; hits give low values; 150,000 compounds, 0.66% hits; % elongation, % (compound at 16.7 µg/mL); AID 588519; in the data active means % elongation below about 90%; further: some results filed as inactive read as strong as hits
Target sequence (P03300 1749-2209 limits assumed): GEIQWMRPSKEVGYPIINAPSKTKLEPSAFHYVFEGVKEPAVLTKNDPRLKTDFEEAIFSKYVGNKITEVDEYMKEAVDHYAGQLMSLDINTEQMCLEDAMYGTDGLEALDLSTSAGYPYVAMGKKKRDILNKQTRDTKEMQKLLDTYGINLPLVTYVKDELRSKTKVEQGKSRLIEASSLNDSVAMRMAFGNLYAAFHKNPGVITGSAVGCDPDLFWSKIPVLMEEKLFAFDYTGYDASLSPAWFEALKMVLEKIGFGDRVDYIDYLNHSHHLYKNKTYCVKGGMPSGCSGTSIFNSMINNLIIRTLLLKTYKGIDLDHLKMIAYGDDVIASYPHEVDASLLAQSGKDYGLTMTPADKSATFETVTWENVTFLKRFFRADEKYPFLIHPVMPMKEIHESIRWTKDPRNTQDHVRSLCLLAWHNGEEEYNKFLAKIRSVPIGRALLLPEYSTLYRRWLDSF
Polio RdRp inh FP z-score – also measured in Polio RdRp inh; calls as there; z-score; measured here: FP z-score; hits read low
* marks the source's active call; other numbers are inactive results. A portion of the library (hit frequency here may not be typical).

The first 3 compounds as a preview:
Every second line gives: Polio RdRp inh, Polio RdRp inh FP z-score
CC(C)(C)OC(=O)N1CCN(C2CC(=O)N(CCc3ccccc3)C2=O)CC1 (stereo not given)
  102, -0.2
Cc1ccc(Cl)cc1N1C(=O)CC(N2CCC(C(N)=O)CC2)C1=O (stereo not given)
  100, 0
COC(=O)c1ccc(C2c3c(-c4ccccc4O)n[nH]c3C(=O)N2Cc2cccnc2)cc1 (stereo not given)
  100, -1.5

All compounds of this part, repeating the preview:
Every second line gives: Polio RdRp inh, Polio RdRp inh FP z-score
CC(C)(C)OC(=O)N1CCN(C2CC(=O)N(CCc3ccccc3)C2=O)CC1 (stereo not given)
  102, -0.2
Cc1ccc(Cl)cc1N1C(=O)CC(N2CCC(C(N)=O)CC2)C1=O (stereo not given)
  100, 0
COC(=O)c1ccc(C2c3c(-c4ccccc4O)n[nH]c3C(=O)N2Cc2cccnc2)cc1 (stereo not given)
  100, -1.5
CC(C)CN(C(=O)CSc1nccn1C)C1CCS(=O)(=O)C1 (stereo not given)
  103, 0.1
CCOc1ccc2nc(NC(=O)c3ccc(C(C)(C)C)cc3)sc2c1
  101, -0.5
COC(=O)c1ccccc1NC(=O)CN(c1ccccc1OC)S(C)(=O)=O
  104, -0.3
Cc1cc(C(=O)CSCc2ccc(Cl)c(Cl)c2)c(C)n1Cc1ccco1
  104, 0.1
CC(C)Cc1cc(-c2ccc(F)cc2)c(C#N)c(N)n1
  100, 0
Cc1nc(Nc2ccc(Cl)cc2)cc(-c2ccccc2)n1
  110, 0.8
CCOc1ccc(-n2nc3ccc(NC(=O)c4cccc(F)c4)cc3n2)cc1
  108, 0.7
Cc1cc(/C=C/C(=O)O)c(C)n1-c1ccccc1
  101, -0.4
O=C(N/N=C/c1ccc(Br)cc1)c1ccccc1-n1cccc1
  99, -0.4
COc1ccc(N2CCN(C(=O)c3cccc(NC(=O)c4nsc5ccccc45)c3)CC2)cc1
  100, -1.6
CN(C)c1ccc(C(CNS(=O)(=O)c2ccc(F)cc2)N2CCCC2)cc1 (stereo not given)
  107, 0.3
COc1ccc(NC(=O)N2CCC(CN3CCCC3)CC2)c(OC)c1
  117, 1.1
Cc1ccc(S(=O)(=O)NCCc2nnc3ccc(SCC(=O)Nc4ccc(OC(F)(F)F)cc4)nn23)cc1
  113, 0.8
O=C(Cc1ccccc1)N1CCC(c2ccccc2)=N1
  109, 0.8
CC(C)Oc1ccc(C(=O)Nc2ccc3c(c2)CCCN3C(=O)c2cccs2)cc1
  107, 0.3
CCOc1ccc(NC(=O)Cn2c(=O)n(Cc3ccccc3)c(=O)c3c4c(sc32)CN(C(C)=O)CC4)cc1
  107, 0.7
CCCCc1ccc(Oc2cc(N3CCOCC3)nc(-c3ccccc3)n2)cc1
  101, 0.1
CCOC(=O)c1sc(N2C(=O)c3oc4cc(C)c(C)cc4c(=O)c3C2c2ccc(C)cc2)nc1C (stereo not given)
  104, -0.2
Nc1ccc2c3c(cccc13)C(=O)N(c1ccccc1)C2=O
  83, -3.3
O=C(NC1CCCCC1)C1CC1c1ccccc1 (stereo not given)
  97, -0.7
CCN(C(=O)CO)c1c(N)n(Cc2ccccc2)c(=O)n(CC(=O)Nc2ccc(C)c(C)c2)c1=O
  101, -0.3
c1cc(N2CCCCC2)nnc1N1CCCCC1
  107, 2.3
OCCN1CNC(=S)NC1
  109, 0.8
CCOc1ccc(NC(=O)CN(C2=NC3CS(=O)(=O)CC3S2)c2ccccc2)cc1 (stereo not given)
  102, -0.1
O=CNCc1nc2ccccc2n1Cc1ccccc1
  102, 0.2
CNc1nc(NCc2ccco2)c2ccccc2n1
  101, -0.3
CCOc1ccc(C(=O)Nc2cc3[nH]c(=O)[nH]c3cc2C)cc1OCC
  100, -0.1
Cc1cc(NC(=O)CN(C)S(=O)(=O)c2ccc3c(c2)CCCC(=O)N3)ccc1Br
  105, -0.7
Cn1c(=O)c2c(SCc3cccc(C(F)(F)F)c3)nc(-c3ccco3)nc2n(C)c1=O
  102, -0.3
Fc1ccc(Cc2cn3cc(-c4ccccc4)nc3s2)cc1
  103, -0.1
CCc1ccc(CNC(=O)C2CCN(C(=O)c3ccc(-n4c(C)cc5ccccc54)s3)CC2)cc1
  103, -0.8
Cc1ccc(CN2COc3c(cc4c5c(c(=O)oc4c3C)CCC5)C2)cc1
  102, 0
CCCN1CCC(N2CCCC(C(=O)N(C)CCc3ccc(OC)c(OC)c3)C2)CC1 (stereo not given)
  101, -0.1
CCOC(=O)c1ccc2c(c1)nc(SCC(=O)Nc1ccccc1F)n2CC
  104, -0.3
CC1CCc2sc3ncnc(NCCCN(C)C)c3c2C1 (stereo not given)
  103, 0.3
OC(C#CCN1CCOCC1)(c1ccccc1)c1ccccc1
  103, 0.5
CC(=O)Nc1cc(C(=O)c2ccc(Cl)cc2)nn(-c2ccccc2)c1=O
  106, 0.2
COc1cc(OC)cc(C(=O)N2CCN(C(=O)COc3ccccc3)CC2)c1
  107, 0.6
Cc1c(C#N)c(NC(=O)CSc2nc3ccccc3s2)n(CC2CCCO2)c1C (stereo not given)
  106, 0.3
CC(C)c1ccc(S(=O)(=O)Nc2cc(SCC(=O)O)c(O)c3ccccc23)cc1
  99, -0.6
CCN(Cc1ccccc1)C(=O)CCn1ccc(C)n1
  100, -0.5
COc1cccc2cc(C(=O)C3=C(O)C(=O)N(CCCN(C)C)C3c3ccncc3)oc12 (stereo not given)
  101, -0.5
Cc1nc(-c2cc(-c3nc(-c4ccc(C(F)(F)F)cc4)no3)no2)cs1
  99, -0.6
COc1cccc(NC(=O)CC(=O)Nc2ccc3nc4n(c(=O)c3c2)CCCCC4)c1
  113, 2.2
Cc1ccc2c(c1)c(=O)c(Br)c(C)n2Cc1ccccc1
  101, 0
Cc1c(C(=O)OC2CCCC2)[nH]c2c1C(=O)CC(c1ccc(Cl)cc1)C2 (stereo not given)
  106, 0.1
Cc1ccc(S(=O)(=O)Nc2cc(C(F)(F)F)ccc2N2CCOCC2)c(C)c1
  94, -0.5
O=C1OC(c2ccccc2)=N/C1=C1/OC(=O)c2ccccc21
  98, -0.3
Fc1ccc(CNCCCSc2nnnn2-c2ccccc2)cc1
  103, -0.8
CCN(C(=O)CCc1ccccc1)C1CCCCC1
  104, 0
C1=CSC(=C2SC=CS2)S1
  59*, -6.7*
COC(=O)c1c(CSc2nnc(-c3ccco3)o2)nc2ccccc2c1-c1ccccc1
  104, 0.2
CCc1ccc(OC(C)C(=O)N2CCC(c3nc4ccccc4s3)CC2)cc1 (stereo not given)
  103, -0.2
CCOC(=O)C(C)n1ncn2cccc2c1=O (stereo not given)
  106, 1.6
CSc1ncc(C(=O)NCc2ccc(Cl)cc2)c(C(F)(F)F)n1
  104, -0.4
CP(=O)(O)C(c1cccc(Cl)c1)C(F)(F)F (stereo not given)
  103, 0.4
CCOC(=O)c1ccc(NC(=O)c2c(NCc3cccc(OC)c3)sc3c2CCC3)cc1
  120, 2.4

Additional results:
Every second line gives: Polio RdRp inh, Polio RdRp inh FP z-score
CCCCOc1ccccc1-c1nc(SCC(=O)O)n[nH]1
  100, -0.4
CCC(=O)Oc1ccc(C(=O)CC)cc1OC
  101, -0.1
CCOC(=O)N1CCN(C(=O)CSCC(=O)Nc2nc(-c3cccs3)cs2)CC1
  104, 0.6
C=CCc1cccc2cc(C(=O)O)c(=O)oc12
  101, 0.1
c1ccc(C2=NN3COc4ccccc4C3C2)cc1 (stereo not given)
  100, -0.6
O=C(O)c1ccc(C#Cc2ccccc2)cc1
  103, -0.1
Cc1cc(C)c(S(=O)(=O)n2cnc(C)c2)c(C)c1
  108, 0.2
C=C(C)Cn1c(SCC(=O)c2ccc(OC)cc2)nc2sc3c(c2c1=O)CCCC3
  103, -0.5
COc1ccc(-c2nc(Cn3c(=O)cc(C)c4c(C)nn(-c5ccccc5)c43)c(C)o2)c(OC)c1
  106, -0.1
CC1(C)CNC(=O)c2sc(N3CCCCC3)nc2C1
  107, 0.2
CCC(CC)NS(=O)(=O)c1cccc(C(=O)NCCOc2ccccc2)c1
  106, 0.3
CC1CCCN(CCCNC(=O)c2cc3c(Cl)nc4ccccc4c3s2)C1 (stereo not given)
  102, -0.1
O=S(=O)(NCC(Nc1ccc(Cl)cc1)c1ccccc1)c1ccccc1 (stereo not given)
  109, 0.4
CC(=O)c1cccc(NC(c2ccc(F)cc2)c2nnc(-c3ccccc3)o2)c1 (stereo not given)
  100, -0.4
Cc1ccc(C2C3C(=O)N(C)C(=O)C3ON2c2ccccc2)cc1 (stereo not given)
  101, -0.3
Cn1c(=O)c2cc(S(=O)(=O)N3CCOCC3)ccc2n(C)c1=O
  99, -0.2
COc1ccc(OC)c(CNC(=O)c2cc(S(=O)(=O)N3CCC(C)CC3)cn2C)c1
  103, -0.8
O=C(CSc1ccc(-c2ccco2)nn1)Nc1ccccc1
  106, 1.1
CCOC(=O)NC(=S)N1C(C)CCCC1C (stereo not given)
  99, -0.9
COC(=O)c1ccc(CSc2nc(-c3cccs3)nc3c2c(=O)n(C)c(=O)n3C)o1
  103, 0.6
c1ccc2c(CNn3cnnc3)cccc2c1
  102, 0.3
Cc1[nH]nc2ncc(C(=O)c3ccccc3O)cc12
  105, 0.3
CCCc1cc(NCc2cccnc2)n2c(nc3ccccc32)c1C#N
  103, 0.6
COc1ccc(C2=NC(c3ccncc3)=Nc3ccc(Br)cc3N2)cc1
  101, -1.7
O=C(Nc1ccc(F)cc1F)C1CCN(S(=O)(=O)c2ccc3[nH]c(=O)ccc3c2)CC1
  115, 1.8
CC(C)NCC(=O)Nc1ccc(S(N)(=O)=O)cc1
  98, -1.1
CCOC(=O)c1cc(-c2ccc(F)cc2)n(CC(=O)NC2CCCC(C)C2C)c1C (stereo not given)
  104, 0.9
O=C(O)Cn1c(=O)oc2cc(S(=O)(=O)N3CCOCC3)ccc21
  101, -0.2
O=C(COc1ccccc1[N+](=O)[O-])Nc1cc(-c2nc3cc(Cl)ccc3o2)ccc1Cl
  105, 0.1
CCn1ccc2c(OCC(=O)Nc3ccccc3C)cccc2c1=O
  115, 2

More records:
Molecule | Polio RdRp inh | Polio RdRp inh FP z-score
CC1CCCC(C)N1C(=O)CN(C)S(=O)(=O)c1ccc(Cl)cc1 (stereo not given) | 98 | -0.3
O=C(COC(=O)c1cccc2ccccc12)NC1CCS(=O)(=O)C1 (stereo not given) | 103 | -0.1
CCOC(=O)C1=C(c2ccccc2)Nc2ncnn2C1c1ccc(OCc2ccccc2)cc1 (stereo not given) | 103 | 0.4
O=C(C(Sc1ccccc1)c1ccccc1)N1CCOCC1 (stereo not given) | 101 | -0.3
O=c1ccc(-c2ccc(S(=O)(=O)NCCc3cccs3)o2)n[nH]1 | 99 | -1.5
CCN1C(=O)/C(=C/c2ccc(-c3ccc(Br)cc3)o2)N(CC)C1=S | 103 | 0.3
COC(=O)c1cccc(OCC(O)CN(C)Cc2ccc(OC(F)F)c(OC)c2)c1 (stereo not given) | 105 | 0.6
CCN(CC)c1ncnc2sc3c(c12)CCCC3 | 109 | 0.9
Cc1ccc(Cn2c(SCc3cccc(C(F)(F)F)c3)nc3ccncc32)cc1 | 106 | 1.6
CCC(=O)c1cn(S(=O)(=O)c2ccc(C)cc2)c2ccccc12 | 103 | 0.5

In another format: results already given
canonical_smiles: COC(=O)c1ccc(CSc2nc(-c3cccs3)nc3c2c(=O)n(C)c(=O)n3C)o1
  Polio RdRp inh: 103; Polio RdRp inh FP z-score: 0.6
canonical_smiles: COc1cccc(NC(=O)CC(=O)Nc2ccc3nc4n(c(=O)c3c2)CCCCC4)c1
  Polio RdRp inh: 113; Polio RdRp inh FP z-score: 2.2
canonical_smiles: CCC(CC)NS(=O)(=O)c1cccc(C(=O)NCCOc2ccccc2)c1
  Polio RdRp inh: 106; Polio RdRp inh FP z-score: 0.3
canonical_smiles: CCN(Cc1ccccc1)C(=O)CCn1ccc(C)n1
  Polio RdRp inh: 100; Polio RdRp inh FP z-score: -0.5

(continued)
Molecule | Polio RdRp inh | Polio RdRp inh FP z-score
OC(CNCc1ccco1)COc1ccccc1 (stereo not given) | 103 | 0.2
CCOC(=O)Cc1ccc(-n2c(C)ccc2C)cc1 | 108 | 1.5
Cc1cc(Nc2cccc(Cl)c2)nc2ccc(NC(=O)Cc3c(F)cccc3Cl)cc12 | 100 | -1.3
O=C(CCN1C(=O)/C(=C\c2ccco2)SC1=S)NN1CCOCC1 | 98 | -0.7
Cc1cc(Cl)ccc1OCCN(C)CCO | 101 | 0.3
CCc1ccc(CNC(=O)CCCn2ccc3cc(S(=O)(=O)N4CCCC4)ccc32)cc1 | 113 | 0.9
Cc1ccc(C(CC(=O)NCC2(c3ccccc3)CCCC2)c2ccccc2)c(O)c1 (stereo not given) | 101 | -0.9
COC(=O)NC1CCS(=O)(=O)C1 (stereo not given) | 104 | 0.4
Cn1cccc1C(=O)OCC(=O)N(Cc1ccccc1)C1CCS(=O)(=O)C1 (stereo not given) | 104 | 0.2
CCc1ccc(NC(=O)Cn2c(=O)n(CCC(C)C)c(=O)c3cccnc32)cc1 | 104 | 0
COCCCn1c(SCc2ccc(C(=O)O)cc2)n[nH]c1=O | 103 | 0.2
COc1ccc(C2CC(=O)N(CC(=O)N3CCOCC3)c3ccccc3S2)cc1 (stereo not given) | 106 | 1.8
COc1ccc2oc(=O)c(C(N)=O)cc2c1 | 101 | -0.4
COc1ccccc1CN(C)C(=O)CN1CCN(C(=O)c2cccs2)CC1 | 104 | 0.2
CN(Cc1ccccc1)C(=O)C1CCN(Cc2cc3ccccc3n2Cc2ccccc2)CC1 | 111 | 1
CC1(C)CC(=O)c2cnc(N)nc2C1 | 103 | 0.7
Cc1cc(S(=O)(=O)N2CCOCC2)ccc1OCC(=O)Nc1ccc2c(c1)OCO2 | 101 | -0.4
COC(=O)c1cc(S(=O)(=O)N2CCN(c3cccc(C(F)(F)F)c3)CC2)cn1C | 106 | 1.1
NC(=O)CCNC12CC3CC(CC(C3)C1)C2 | 104 | 0.1
COC(CNc1ncnc2c1c(-c1ccccc1)cn2-c1ccc(C)cc1)OC | 99 | -1

Quoted at random: 4 entries already listed.
Molecule | Polio RdRp inh | Polio RdRp inh FP z-score
COCCCn1c(SCc2ccc(C(=O)O)cc2)n[nH]c1=O | 103 | 0.2
COc1ccccc1CN(C)C(=O)CN1CCN(C(=O)c2cccs2)CC1 | 104 | 0.2
COc1ccc2oc(=O)c(C(N)=O)cc2c1 | 101 | -0.4
COc1ccc(C2CC(=O)N(CC(=O)N3CCOCC3)c3ccccc3S2)cc1 (stereo not given) | 106 | 1.8

High-throughput results as filed in PubChem BioAssay.
